INS promoter inh – TRM-6 insulin promoter activity inhibition; hit rate 0.9% among 130,000; TRM-6 cells (human fetal islet line), insulin promoter-eGFP reporter, imaging; reporter expression induced with tamoxifen; inhibition, % at 2 µM; AID 1273;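 active = inhibition above the mean plus 3 SD, with well images judged a real hit on visual review, cut at about 60% in these data, passing the limit was not always enough; inconclusive = inhibition over the cutoff but images rejected on review; inactive = inhibition not above the cutoff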
SDO1 yeast rescue – compounds rescuing growth of sdo1-depleted yeast, bone marrow failure model; S. cerevisiae sdo1-depleted JHY4D growth rescue, OD600 30 h; hits give high values; pdr5 snq2 efflux-pump mutant strain; z-score at 10 µM; hit rate 0.21% among 140,000; AID 817;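 active = z-score above 3 at both the 24 hr and the 30 hr optical density reads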;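 also: z-score against mean and SD of all compound wells on the same plate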
SDO1 yeast rescue Rescue 24 h – further read-out of SDO1 yeast rescue, marked with its call; z-score; S. cerevisiae sdo1-depleted JHY4D growth rescue, OD600; measured here: growth rescue at 24 h;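 0 is the plate mean of compound wells and units are plate SD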
* hit, by the source's call; ? = inconclusive; · = no result given. This is a subset. The share of hits here may be higher or lower than overall.

SMILES	INS promoter inh	SDO1 yeast rescue	SDO1 yeast rescue Rescue 24 h
CC(C)CCSc1nc2c(c(=O)[nH]c(=O)n2C)n1CCc1ccccc1	11	0.36	2.1
Fc1cnc(N2CCc3ccccc32)nc1N1CCc2ccccc21	43	-0.38	0.08
CC1CCCCC1NC(=S)NC(=O)c1ccccc1Br (stereo not given)	0	-0.34	-0.15
Cc1cccc(N(C)S(=O)(=O)c2ccc3[nH]c(=O)c(=O)[nH]c3c2)c1	27	1	-0.04
CCOc1cccc(NC(=O)c2cccc(F)c2)c1	-25	·	·
COc1cccc(NC(=O)c2ccc(-c3ccc([N+](=O)[O-])cc3)o2)c1	0	·	·
CCOC(=O)C1CCCN(c2c(Nc3cc(C)cc(C)c3)c(=O)c2=O)C1 (stereo not given)	·	-0.35	-0.64
CCOC(=O)C1=C(C)NC(SCc2cc(=O)[nH][nH]2)=C(C#N)C1c1cccs1 (stereo not given)	-244	2.3	2.6
CCOC(=O)C1=C(Nc2ccccc2)OCC1=O	-32	0.29	0.06
Cc1ccc(-c2nn(-c3ccccc3)cc2C(=O)OCC(=O)Nc2ncc(Cl)cc2Cl)cc1	32	-0.73	-0.34
C=CCc1cccc(C=Nc2ccc(Br)cc2)c1O	-114	·	·
CCOc1ccccc1NC(=O)C1CCCN1C(=O)OCc1ccccc1 (stereo not given)	·	0.91	0.83
Cc1cc(NC(=O)C2CC=CCC2C(=O)O)no1 (stereo not given)	62	0.6	0.3
COc1ccccc1OCC(=O)NNC(=O)c1cccs1	4	0.9	0.34
Cc1cccc(C2c3[nH]c4ccccc4c3CCN2C(=O)c2cc3c([nH]c2=O)CCCC3)n1 (stereo not given)	65	·	·
CCOC(=O)C1=C(C)N(Cc2ccccc2)C(=O)NC1c1ccc(OC)cc1 (stereo not given)	15	-1.2	-1.1
O=C(CCS(=O)(=O)c1ccc(Br)cc1)N1CCN(c2ccccc2F)CC1	·	-1.3	-0.97
Cc1[nH]c2ccccc2c1C(=O)CSC(=S)N(C)C1CCCCC1	-43	-0.22	-0.22
C/C(=N\NC(=O)COc1ccc(C)cc1C(C)C)c1cc2ccccc2o1	·	-1.2	-1.1
Cn1c(-n2c(CCCN3C(=O)c4ccccc4C3=O)nc3ccccc3c2=O)nc2ccccc21	40	-0.82	-0.45
COC(=O)CC1(c2ccccc2)C(=O)c2ccccc2C1=O	-14	-0.49	-0.44
CC(=O)NC1(c2cccc(F)c2)CCN(CC(=O)NC2CCCCC2)CC1	?	-0.01	-0.91
CCOc1ccc(S(=O)(=O)N(C)C)cc1-c1nc2c(C(C)(C)C)nn(C)c2c(=O)[nH]1	20	0.23	0.82
Cc1nc(N2CCN(Cc3ccc4c(c3)OCO4)CC2)nc2c1C(=O)CC(c1ccco1)C2 (stereo not given)	·	-1	0.91
CCN1C(=O)c2ccccc2S(=O)c2ccc(C(=O)N3CCCC3)cc21 (stereo not given)	·	0.82	0.85
Cc1sc2nc(CN3CCCC3)nc(Cl)c2c1C	4	1.3	1.1
O=C(Oc1cccnc1)c1ccc([N+](=O)[O-])cc1Cl	-43	·	·
C=CCn1c(=O)/c(=C2/Sc3ccccc3N2CC)s/c1=C1/C(=O)NN=C1C	-388	·	·
COc1ccc(Br)cc1C1SCCN1S(C)(=O)=O (stereo not given)	·	-0.08	0.03
CCOn1c(=O)c(-c2cc3ccccc3o2)[n+]([O-])c2ccccc21	-39	0.14	0.16

An excerpt from above in order of the INS promoter inh value, rising.
SMILES	INS promoter inh	SDO1 yeast rescue	SDO1 yeast rescue Rescue 24 h
COC(=O)CC1(c2ccccc2)C(=O)c2ccccc2C1=O	-14	-0.49	-0.44
CCOC(=O)C1=C(C)N(Cc2ccccc2)C(=O)NC1c1ccc(OC)cc1 (stereo not given)	15	-1.2	-1.1
Cn1c(-n2c(CCCN3C(=O)c4ccccc4C3=O)nc3ccccc3c2=O)nc2ccccc21	40	-0.82	-0.45

Other entries.
SMILES	INS promoter inh	SDO1 yeast rescue	SDO1 yeast rescue Rescue 24 h
CCC(C(=O)NC1CCCC1)N(C(=O)Cn1nnc(-c2cccs2)n1)c1cnc2ccccc2c1 (stereo not given)	32	-0.15	-0.15
CC1(C(=O)O)CCC(C(=O)NC2CCCCCC2)C1(C)C (stereo not given)	33	1	0.93
CC1Cc2ccccc2N1C(=O)CSc1ncc(-c2ccc(F)cc2)n1C (stereo not given)	·	-1.5	-1.8
CCCOc1ccc(N2C(=O)CC(NCCCN3CCC(C(N)=O)CC3)C2=O)cc1 (stereo not given)	-7	·	·
Cc1cccc(CSc2ncnc3nc[nH]c23)c1	·	-0.78	-1.2
CCN(CC)CCCNC(=O)C1c2ccccc2C(=O)N(C)C1c1ccc(OC)cc1 (stereo not given)	9	1.7	0.93
Cc1cc(C)nc(NS(=O)(=O)c2ccc(NC(=O)c3cccs3)cc2)n1	21	-0.19	-0.5
OC(COc1ccccc1)Cn1cc(Br)cn1 (stereo not given)	35	0.55	0.57
COc1ccccc1Nc1nc(-c2ccccc2)nc2ccccc12	-58	·	·
NC1=NC(=O)/C(=C/c2c(OS(=O)(=O)c3ccc(Cl)cc3)ccc3ccccc23)S1	-5	-0.36	0.36
Cc1csc(NC(=O)CN(C)S(=O)(=O)c2cccc3cccnc23)n1	·	0.27	-0.16
CCn1nnnc1NCc1c(OC)ccc2ccccc12	-12	·	·
O=C1CN=C(Nc2ccccc2Cl)N1Cc1ccc2c(c1)OCO2	13	0.22	0.27
COc1cccc(NC(=O)C(NCC(C)(C)CN(C)C)c2ccccc2)c1 (stereo not given)	7	-0.06	1.1
O=C(c1ccc(S(=O)(=O)N2CCOCC2)cc1)N(c1ccccc1)C1C=CS(=O)(=O)C1 (stereo not given)	21	1.2	1.6
CSCCC(NC(=O)/C(=C\c1ccc(Cl)cc1)NC(=O)c1ccccc1)C(=O)O (stereo not given)	-12	·	·
COc1cccc(N/N=C(\C#N)S(=O)(=O)C(C)(C)C)c1	27	·	·
COc1ccc(CNC(=O)CCCc2ccccc2)cc1	17	-0.73	-0.82
CCC(NC(=S)NCc1ccccc1)C(=O)O (stereo not given)	-42	0.8	0.6
O=C(Nc1cnn(Cc2ccc(F)cc2)c1)c1cc(-c2cccs2)on1	·	-1.1	0.23
O=C(CN1CC(=O)Oc2ccccc21)OCC(=O)c1ccc(F)cc1	-214	·	·
C=CCn1c(SCC(=O)Nc2ccccc2)nnc1-c1cccc(S(=O)(=O)N2CCOCC2)c1	·	0.15	-0.13
COc1cccc(CNc2ccc(F)c(Cl)c2)c1OC	-48	-1.4	-0.97
COc1cc(C(=O)NCCc2cn3ccc(C)cc3n2)cc(OC)c1OC	·	0.03	-0.04
Cc1occc1C(=O)NCCCc1ccccc1	-19	0.53	-0.32
O=C(c1cc(F)c(F)cc1Cl)N1CCCCC1	·	-0.57	-1.2
O=C(c1ccc(Cl)c(Cl)c1)N1CCC(O)(CN2CCOCC2)CC1	44	·	·
O=C(Cn1nnc(-c2ccccc2F)n1)NCc1ccco1	26	·	·
Cc1csc(SCC(=O)Nc2cc(C(C)(C)C)nn2-c2ccccc2)n1	22	-0.79	-1.1
O=C(Nc1ccccc1N1CCOCC1)C1CCN(S(=O)(=O)c2cccc(C(F)(F)F)c2)CC1	11	-0.46	-0.7

In the list so far, ten have two or more sulfur atoms.
SMILES	INS promoter inh	SDO1 yeast rescue	SDO1 yeast rescue Rescue 24 h
CCOC(=O)C1=C(C)NC(SCc2cc(=O)[nH][nH]2)=C(C#N)C1c1cccs1 (stereo not given)	-244	2.3	2.6
Cc1[nH]c2ccccc2c1C(=O)CSC(=S)N(C)C1CCCCC1	-43	-0.22	-0.22
C=CCn1c(=O)/c(=C2/Sc3ccccc3N2CC)s/c1=C1/C(=O)NN=C1C	-388	·	·
COc1ccc(Br)cc1C1SCCN1S(C)(=O)=O (stereo not given)	·	-0.08	0.03
Cc1cc(C)nc(NS(=O)(=O)c2ccc(NC(=O)c3cccs3)cc2)n1	21	-0.19	-0.5
NC1=NC(=O)/C(=C/c2c(OS(=O)(=O)c3ccc(Cl)cc3)ccc3ccccc23)S1	-5	-0.36	0.36
Cc1csc(NC(=O)CN(C)S(=O)(=O)c2cccc3cccnc23)n1	·	0.27	-0.16
O=C(c1ccc(S(=O)(=O)N2CCOCC2)cc1)N(c1ccccc1)C1C=CS(=O)(=O)C1 (stereo not given)	21	1.2	1.6
C=CCn1c(SCC(=O)Nc2ccccc2)nnc1-c1cccc(S(=O)(=O)N2CCOCC2)c1	·	0.15	-0.13
Cc1csc(SCC(=O)Nc2cc(C(C)(C)C)nn2-c2ccccc2)n1	22	-0.79	-1.1

The list continues.
SMILES	INS promoter inh	SDO1 yeast rescue	SDO1 yeast rescue Rescue 24 h
Cc1ccccc1N1Cc2ccccc2C1	6	-0.24	-1.4
O=C(CSc1nc2ccccc2c(=O)n1-c1ccccc1)c1c[nH]c2ccccc12	-30	-0.75	-0.7
Cc1[nH]c2ccc(C(=O)O)cc2c1C	9	0.21	-0.09
CCOc1ccc(C(=O)Nc2ccc3c(c2)OCCO3)cc1OC	8	-0.46	-0.84
Nc1nc(N2CCOCC2)nc2ccccc12	·	0.89	0.57
COc1ccccc1NC(=O)Cn1cc(C#N)c2ccccc21	-11	-0.06	0.24
CCCCn1c(NC(C)CC)nc2c1c(=O)[nH]c(=O)n2C (stereo not given)	65	0.48	-0.29
CC1(C)CC(=O)C2=C(C1)N(Cc1cccnc1)C(=O)C2(NC(=O)C1CC1)C(F)(F)F (stereo not given)	-22	0.66	0.75
Cc1cc(C)cc(NC(=O)N2CCCC2C(=O)Nc2ccc(-n3cnnn3)cc2)c1 (stereo not given)	4	0.44	1
Cc1onc(C(=O)Nc2sc3c(c2C#N)CCCC3)c1[N+](=O)[O-]	29	·	·
COc1ccc(F)cc1CN1CCN(C(=O)CCC(=O)Nc2nnc(C(C)C)s2)CC1	·	1.9	1.4
Cc1cccc(C(=O)N/N=C/c2cc(Br)c(Br)o2)c1	50	-0.86	-0.94
CCS(=O)(=O)Nc1ccc2c(c1)OCO2	33	·	·
O=C(NCc1nnc(SCC(=O)N2CCc3ccccc32)o1)c1cccs1	29	·	·
O=C(Nc1c(F)cc(F)cc1Br)c1cc(S(=O)(=O)N2CCN(c3ccccn3)CC2)ccc1F	-33	·	·
O=C(NCc1ccco1)c1ccccc1NS(=O)(=O)c1ccc2c(c1)OCCO2	15	-1.2	-1.7
O=C(Nc1cccc2nsnc12)c1ccc(-c2cccc(Cl)c2)o1	3	0.55	3.4
Cc1cccc(N=Nc2c(N)n[nH]c2-c2ccc(Cl)cc2)c1	19	-2	-0.73
Cc1nn(-c2ccccc2)c2sc(-c3nnc(SCC(=O)O)o3)cc12	0	0.51	0.93
COC(=O)c1ccc(NC(=O)C2C3CCC(C3)C2C(=O)O)cc1 (stereo not given)	33	-0.09	-0.31
O=C(CSc1ncnc2c1oc1ccccc12)Nc1cccc(F)c1	-35	-1.2	-1.2
N#CC(C(=O)OC1CCCCC1)c1nc2ccccc2nc1N1CCCCC1 (stereo not given)	·	-0.39	-0.48
COc1ccc(C(=O)NNC(=S)NC2CCCCC2)cc1OC	·	0.68	-0.51
COc1ccc2c(c1)C(C)CC(C)(C)N2C(=O)CSc1ncn[nH]1 (stereo not given)	6	-0.53	-0.77
COc1cccc(C2C3=C(CCCC3=O)NC3=C2C(=O)c2ccccc23)c1 (stereo not given)	19	·	·
CCCc1nnc(NC(=O)CCC(=O)N2CCN(C3c4ccccc4-c4ccccc43)CC2)s1	48	-1.2	-0.51
O=C(CSc1ncnc2c1oc1ccccc12)Nc1nc2ccccc2s1	·	-0.23	1.5
CCC(=O)N1CCc2cc(Br)cc(S(=O)(=O)N3CCCCCC3)c21	-15	-1.6	-0.87
NS(=O)(=O)c1ccc(NC(=O)N2c3ccccc3Sc3ccccc32)cc1	·	0.06	-0.11
CCC(=O)Nc1nc(C)c(Oc2ccccc2)c(=O)[nH]1	18	-1.1	-1.2
O=C(/C=C/c1cccs1)Nc1nc(-c2ccccc2)cs1	-18	-2	-0.25
Oc1ccccc1-c1cc(-c2ccccc2Cl)[nH]n1	-155	-1.8	-0.67
CCOC(=O)CNC(=O)N1CCCC(C(=O)c2ccc3c(c2)OCO3)C1 (stereo not given)	-61	·	·
Fc1ccccc1-c1nc(-c2ccc(Cl)cc2)no1	-56	·	·
Cc1ccc(S(=O)(=O)N(C)CC(=O)NC2CC(C)(C)NC(C)(C)C2)cc1	26	1.3	0.94
CCCC(C)C(=O)Nc1ccc2c(c1)OCCO2 (stereo not given)	-254	0.41	-0.19
CCC(CC)NC(=O)COC(=O)c1ccc(NS(=O)(=O)c2ccc3c(c2)OCCO3)cc1	5	-0.52	-1.2
CC1(C)CC(=O)c2c(O)cc(OCc3ccc([N+](=O)[O-])cc3)cc2O1	53	0.25	1.6
Cc1c(OCc2ccc(C(=O)O)o2)ccc2c3c(c(=O)oc12)CCC3	-94	0.36	0.06
CCN(CC)S(=O)(=O)c1ccc(NC(=O)CC(NC(C)=O)c2ccccc2)cc1 (stereo not given)	29	0.7	0.27
O=C(NCc1cccnc1)c1cc(Sc2cccc(Cl)c2)nc2ccccc12	-30	-1.1	-1.2
COc1cc(C(N)=O)cc(Br)c1OCc1ccccc1	3	-0.4	0.11
CC(=O)c1cccc(-n2nnnc2SCC(=O)N2CCCC2)c1	-26	0.91	1.4
Cn1c(NCCCN2CCOCC2)nc2c1c(=O)n(Cc1ccc(Cl)cc1)c(=O)n2C	·	0.64	0.71
O=C(O)CCc1nn2c3ccccc3nc2n(Cc2ccccc2)c1=O	6	·	·
Cc1noc(NS(=O)(=O)c2ccc(N/C=C\C(=O)c3ccncc3)cc2)c1C	0	0.56	-0.14
CC1(C)CC(CC(=O)O)(c2ccc(Cl)cc2)CCO1 (stereo not given)	-16	0.42	0.11
COCCNS(=O)(=O)c1ccc2c(c1)oc(=O)c1cc(S(=O)(=O)NCCOC)ccc12	0	1.5	0.53
